IDE act: activators of human insulin-degrading enzyme in cells; HEK cells, FAbeta-B cleavage, fluorescence polarization; 0% vehicle, 100% cell-free pure enzyme wells; activation, % at 5.96 µM; 340,000 compounds, 0.073% hits;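 active = activation above the mean of all tested compounds plus 3 SD, set per screening campaign, cut at about 17% in these data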
IDE inh: inhibits human insulin-degrading enzyme in HEK cells. P14735. FAbetaB cleavage, fluorescence polarization. inhibition, % at 5.59 µM. 320,000 compounds, 0.41% hits. AID 434962;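 active = percent inhibition above the average of all tested compounds plus 3 SD, set per screening campaign, cut at about 16% in these data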;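 also: IDE supplied by intact live HEK cells; FP after avidin binding of uncleaved biotin substrate so inhibition keeps polarization high; 0% = DMSO wells and 100% = 60 µM reference IDE inhibitor Ii1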
GPR7 antag: antagonists of human GPR7 (neuropeptides B/W receptor 1). P48145. GPR7-expressing cells, fluorescence antagonist assay. inhibition, % at 4.4 µM. 290,000 compounds, 1.1% hits. AID 1861; in the data active = inhibition above about 16%, passing the limit was not always enough;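 also: cells stimulated with the agonist NPW; 0% = agonist with vehicle and 100% = vehicle without agonist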
Target sequence (P48145 whole entry, looked up): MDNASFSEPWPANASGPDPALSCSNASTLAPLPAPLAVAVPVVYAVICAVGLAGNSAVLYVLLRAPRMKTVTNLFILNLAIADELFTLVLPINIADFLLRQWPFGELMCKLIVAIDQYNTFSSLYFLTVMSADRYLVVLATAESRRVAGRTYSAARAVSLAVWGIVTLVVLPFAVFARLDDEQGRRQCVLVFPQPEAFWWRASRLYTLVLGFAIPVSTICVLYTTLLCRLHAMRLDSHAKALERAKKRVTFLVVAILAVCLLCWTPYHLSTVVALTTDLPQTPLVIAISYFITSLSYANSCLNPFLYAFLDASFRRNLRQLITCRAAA
VIM-2 inh: blocks Pseudomonas aeruginosa VIM-2 metallo-beta-lactamase. purified VIM-2, nitrocefin hydrolysis, epi-absorbance fluorescence. inhibition, % at 5.6 µM. 290,000 compounds, 0.89% hits. AID 1527;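 active = inhibition above the mean of all tested compounds plus 3 SD, cutoff set per screening run, cut at about 7.5% in these data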;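 also: red hydrolysis product quenches plate fluorescence so inhibitors raise well fluorescence; 0% = enzyme with DMSO and 100% = DMSO without enzyme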
PHOSPHO1 inh: PHOSPHO1 (human) inhibition | recombinant PHOSPHO1, absorbance phosphatase assay | 290,000 compounds, 1.1% hits | inhibition, % at 13.3 µM | AID 1565; in the data active = inhibition above about 60%
Target sequence (Q8TCT1 whole entry, looked up): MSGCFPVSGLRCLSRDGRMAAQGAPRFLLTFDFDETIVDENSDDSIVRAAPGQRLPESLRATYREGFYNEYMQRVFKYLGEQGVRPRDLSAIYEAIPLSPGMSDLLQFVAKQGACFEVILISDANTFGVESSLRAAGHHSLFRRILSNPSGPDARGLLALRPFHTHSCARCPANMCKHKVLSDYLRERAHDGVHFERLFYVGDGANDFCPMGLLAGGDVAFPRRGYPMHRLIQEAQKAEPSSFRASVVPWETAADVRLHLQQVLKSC
M18AAP inhibitor: PfM18AAP enzyme inhibition. 290,000 compounds, 1.2% hits. inhibition, % at 7.35 µM. recombinant PfM18AAP, H-Glu-NHMec fluorogenic cleavage;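 active = inhibition above the campaign mean inhibition over all tested compounds plus 3 SD, cut at about 28% in these data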;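 also: 0% = plate median of test compound wells and 100% = 2 mM ZnCl2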
IMP-1 inh: blocks Pseudomonas aeruginosa IMP-1 metallo-beta-lactamase; purified IMP-1, nitrocefin hydrolysis, epi-absorbance fluorescence; inhibition, % at 5.6 µM; 290,000 compounds, 0.45% hits;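 active = inhibition above the mean plus 3 SD of all compounds in the same screening run, cut at about 4.5% in these data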;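 also: 0% = IMP-1 with DMSO and 100% = DMSO wells lacking enzyme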
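Material – recombinant IMP-1 enzyme, purified · Amount – IMP-1 0.2 nM before substrate addition · Medium – HEPES buffer pH 7.1 with ZnSO4 and Brij 35 · Timing – 25 °C, 15 min preincubation, 25 min reaction · Measured by – plate fluorescence quenching by hydrolysis product, ex 480/em 530 nm · Read-out – percent enzyme inhibition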
pCIP destab: lowers stability of the mouse p/CIP coactivator protein; Q05BA5; F442A p/CIP-EGFP cells, EGFP fluorescence, 16 h; decrease of EGFP signal, % at 10 µM; 290,000 compounds, 0.01% hits; AID 1984;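 active = EGFP signal decrease of at least 30% at 10 µM or well 3 SD below plate mean, unless failing retest; inactive = the rest, including hits failing retest or dose response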; also: some compounds called inactive have numbers as strong as hits; many of its hits are not listed in these tables
NALP1 yeast inh: blocks the NALP1 inflammasome reconstituted in yeast | S. cerevisiae NALP1/ASC/caspase-1 growth, X-gal OD620, 72 h | inhibition, % at 10 µM | 280,000 compounds, 0.61% hits; in the data active = inhibition mostly above about 24%, no sharp cut-off; inactive = mostly below about 32%; also: some compounds called inactive have numbers as strong as hits
Numbers without * were called inactive; . = not tested or not shown. Compounds as they come; about 5.3% have a hit in one of these screens.

SMILES	IDE act	IDE inh	GPR7 antag	VIM-2 inh	PHOSPHO1 inh	M18AAP inhibitor	IMP-1 inh	pCIP destab	NALP1 yeast inh
O=C(CCNS(=O)(=O)c1ccccc1)N1CCC(Cc2ccccc2)CC1	-1	1	-9	0.5	27	-1	-3.0	-1	-9
Cc1nn(-c2ccccc2)c(Cl)c1/C=N/Nc1nc2ccccc2[nH]1	6	-2	-5	-1.2	-6	0	-3.5	5	12
CCOC(=O)N1CCN(Cc2nc3c(c(=O)[nH]c(=O)n3C)n2Cc2ccccc2C)CC1	7	-1	-6	-2.6	-4	-14	-4.8	-6	-2
C[N+]1(CC(=O)Nc2ccccc2Cl)CCN(C(=O)c2cccs2)CC1	-1	2	-7	-2.8	15	-7	-2.2	-13	.
CC1CN(C(C)C(=O)NC(c2ccccc2)c2ccccc2)CC(C)O1 (stereo not drawn)	3	1	-15	-3.2	23	-4	-0.7	3	17
Cc1ccc(-n2ncc3c(N4CCC5(CC4)OCCO5)ncnc32)c(C)c1	3	-1	-6	-1.5	-9	-4	-2.4	1	-36
CNC(=O)c1nnsc1S(=O)(=O)c1ccc(Cl)cc1	-4	.	26*	-0.1	4	-285	-3.0	-8	90*
Cc1cccc(NC(=O)c2ccc(COc3ccccc3[N+](=O)[O-])o2)n1	-2	-6	-7	0.8	34	-5	-1.2	-9	30
O=S(=O)(NCCc1cn2ccccc2n1)c1ccc(-c2ccccc2)cc1	4	6	2	-3.3	41	8	-4.4	-14	-6
COc1ccccc1N(C(=O)CN1C(=O)c2ccccc2S1(=O)=O)C(C(=O)NCC1CCCO1)c1ccc(F)cc1 (stereo not drawn)	-2	-5	-11	0.2	5	-4	-4.3	-3	-3
O=C(CNC(=O)c1ccc(Br)cc1)NCCc1nc2ccccc2[nH]1	7	-2	-7	0.6	10	3	-1.2	-24	1
Cc1ccc2nsnc2c1N	3	-1	-4	-1.7	1	3	-2.7	-5	7

Printed as active in GPR7 antag (from the list above):
SMILES	IDE act	IDE inh	GPR7 antag	VIM-2 inh	PHOSPHO1 inh	M18AAP inhibitor	IMP-1 inh	pCIP destab	NALP1 yeast inh
CNC(=O)c1nnsc1S(=O)(=O)c1ccc(Cl)cc1	-4	.	26*	-0.1	4	-285	-3.0	-8	90*

Some of these compounds in order of heavy-atom count, low to high:
SMILES	IDE act	IDE inh	GPR7 antag	VIM-2 inh	PHOSPHO1 inh	M18AAP inhibitor	IMP-1 inh	pCIP destab	NALP1 yeast inh
Cc1ccc2nsnc2c1N	3	-1	-4	-1.7	1	3	-2.7	-5	7
C[N+]1(CC(=O)Nc2ccccc2Cl)CCN(C(=O)c2cccs2)CC1	-1	2	-7	-2.8	15	-7	-2.2	-13	.
CC1CN(C(C)C(=O)NC(c2ccccc2)c2ccccc2)CC(C)O1 (stereo not drawn)	3	1	-15	-3.2	23	-4	-0.7	3	17
O=C(CCNS(=O)(=O)c1ccccc1)N1CCC(Cc2ccccc2)CC1	-1	1	-9	0.5	27	-1	-3.0	-1	-9
COc1ccccc1N(C(=O)CN1C(=O)c2ccccc2S1(=O)=O)C(C(=O)NCC1CCCO1)c1ccc(F)cc1 (stereo not drawn)	-2	-5	-11	0.2	5	-4	-4.3	-3	-3

(continued)
SMILES	IDE act	IDE inh	GPR7 antag	VIM-2 inh	PHOSPHO1 inh	M18AAP inhibitor	IMP-1 inh	pCIP destab	NALP1 yeast inh
O=C1CC(c2cccs2)Cc2nc(NC(=O)C3CC3)ncc21 (stereo not drawn)	-2	0	-1	-1.4	23	-8	-3.2	-8	26
COc1ccc(OC)c(Nc2cc(C)nc3ccccc23)c1	6	-1	-6	4.8	20	-7	-2.1	-12	10
CCc1ccc(Nc2ccc(C(=O)O)cc2[N+](=O)[O-])cc1	0	4	-2	-2.7	.	2	-3.0	-9	-2
O=C(c1cc2c(s1)CCCC2)N1CCN(C(=O)C2CCCO2)CC1 (stereo not drawn)	8	-1	-8	-0.6	31	-7	2.2	2	7
C#Cc1ccc([C@@H]2C=C(C(=O)N3CCN(Cc4ccccc4)CC3)O[C@H](OCCCCO)C2)cc1	4	5	-5	-2.0	39	7	-0.9	-15	-13
COc1cccc(NS(=O)(=O)c2csc(C(N)=O)c2)c1	3	2	0	-2.3	50	2	-2.1	-9	4
O=c1c(-c2n[nH]c(=S)n2-c2ccccc2)cccn1Cc1cccc(Cl)c1	0	0	-8	25*	52	14	-3.5	6	-3
COc1cc2c(cc1OC)/C(=C/C(=O)c1ccc(NC(C)=O)cc1)NCC2	-1	0	-16	1.2	43	1	-3.4	5	-24
COc1ccccc1N(C)S(=O)(=O)c1ccc(C(=O)OCC(=O)NCc2ccco2)cc1	1	0	7	1.0	15	-12	1.4	-9	1
CNC(=O)Cn1ncc2c(C)n(Cc3ccc(C)cc3)c(C)c2c1=O	-5	7	-3	-3.5	-34	1	-3.3	4	3
O=C(Nc1nccs1)c1ccc(N2C(=O)C3CCCCC3C2=O)cc1 (stereo not drawn)	1	4	8	-0.1	41	5	-2.9	3	12
O=c1c2ccccc2sc2nc(C3CCCCC3)n(Cc3ccco3)c(=O)c12	3	.	2	3.9	-14	-25	-0.8	-1	4

No new results follow: entries from further up.
SMILES	IDE act	IDE inh	GPR7 antag	VIM-2 inh	PHOSPHO1 inh	M18AAP inhibitor	IMP-1 inh	pCIP destab	NALP1 yeast inh
O=C1CC(c2cccs2)Cc2nc(NC(=O)C3CC3)ncc21 (stereo not drawn)	-2	0	-1	-1.4	23	-8	-3.2	-8	26
COc1ccc(OC)c(Nc2cc(C)nc3ccccc23)c1	6	-1	-6	4.8	20	-7	-2.1	-12	10

(list continues)
SMILES	IDE act	IDE inh	GPR7 antag	VIM-2 inh	PHOSPHO1 inh	M18AAP inhibitor	IMP-1 inh	pCIP destab	NALP1 yeast inh
CC(C)(C)c1cc(CN(CCO)CCO)cc(C(C)(C)C)c1O	5	-1	-12	1.2	6	-11	-3.3	-10	5
CCOC(=O)C1=C(C)NC(=O)NC1c1ccc2c(c1)OCO2 (stereo not drawn)	-2	-9	-7	-2.8	10	-6	-2.0	-15	4
O=C(COc1ccccc1[N+](=O)[O-])N/N=C/c1ccccn1	-3	1	-1	-2.5	-11	-5	-1.2	1	22
Nn1c(Cc2cccc3ccccc23)nnc1SCc1ccc(Cl)c(Cl)c1	-2	0	11	-4.3	30	1	-0.9	0	18
Cc1cc(C)cc(NC(=O)C2CC(=O)n3ncnc3N2)c1 (stereo not drawn)	1	-3	-3	-1.1	40	-1	-1.8	-4	1
S=C(Nc1ccc(Oc2ccccc2)cc1)NC1CCCCCC1	1	2	0	-5.7	19	-1	2.3	1	25
C(=N\c1nc2ccccc2n1CCN1CCOCC1)/c1cccs1	4	-1	-7	-3.4	4	-1	-4.8	-22	7
COc1ccc(OCCNS(=O)(=O)c2ccc3oc4ccccc4c3c2)cc1	-1	-3	10	-2.4	18	-11	-3.7	-1	12
CCOC(=O)/C(=C/c1ccco1)NC(=O)c1ccc(Br)o1	3	5	8	0.0	18	4	-0.8	-7	15
CCN(CC)c1ccc(C=C2C(=O)OC3(CCCC3)OC2=O)cc1	2	-4	8	0.2	-1	-4	-2.0	2	11
CC1(C)CC(=O)C2=C(C1)NC(=O)NC2c1ccccc1 (stereo not drawn)	5	-4	-12	-1.2	2	-6	-3.3	-4	1
O=C(N/N=C1/CCCc2ccccc21)c1cc([N+](=O)[O-])cc([N+](=O)[O-])c1	.	-5	-4	-7.9	0	6	-5.0	-149	-18
COc1ccc(Cl)cc1NC(=O)c1noc2c1CCCC2	6	-2	-9	-2.0	-10	4	-2.9	1	1
O=C(COC(=O)CNC(=O)c1ccccc1)Nc1ccc2c(c1)OCO2	1	4	-7	0.0	19	-9	-0.9	10	-2
Cc1ccc(/C=c2/sc3n(c2=O)CCCN=3)o1	3	4	-11	-0.8	9	25	-2.5	-8	12
CC(C)CC1=NN(C(=O)c2cccnc2)C(O)(C(F)(F)F)C1 (stereo not drawn)	-2	3	-9	-4.4	-24	1	-4.0	-3	8
O=C(NNC(=O)c1ccc(Cn2cccn2)o1)NC12CC3CC(CC(C3)C1)C2	3	.	-13	-5.0	22	20	-1.4	-8	12
O=S(=O)(c1ccc(S(=O)(=O)n2cnc3ccccc32)cc1)N1CCCCCC1	2	-10	-8	-0.6	17	3	-4.1	-1	-4
Cn1c2c(c(=O)n(C)c1=O)C(NC(=O)C(C)(C)C)(C(F)(F)F)C(=O)N2 (stereo not drawn)	0	10	-1	-2.2	0	1	-1.2	8	48
CCC(C)NC(=O)COC(=O)c1cccnc1Nc1ccccc1F (stereo not drawn)	1	4	0	-1.3	-9	-8	-1.4	-15	.
CCCc1[nH]nc2c1C(c1ccc(OC)cc1OC)C(C#N)=C(N)O2 (stereo not drawn)	3	4	-12	-1.7	-14	7	-3.9	2	2
CCOc1ccc(OCc2cccc(C(=O)N3CCCCCC3)c2)cc1	-7	1	-11	-1.8	23	3	-2.4	-9	9
CCOC(=O)C1CCCN(C(=S)NC2CCCCC2)C1 (stereo not drawn)	5	5	-4	0.1	10	-16	-2.9	-6	6
CC(=O)c1ccc(N2CCN(C(=O)C(=O)c3cn(CC(=O)N4CCCCCC4)c4ccccc34)CC2)cc1	3	-9	-8	-0.3	17	-4	-1.0	-8	26
Cc1ccc(CNCC(=O)Nc2cccc(S(=O)(=O)NC3=NCCCCC3)c2)cc1	-2	0	-12	-1.2	16	-12	-2.5	6	-1
CCCC(=O)Nc1ccc2nc(SCC(=O)Nc3ccc(N4CCOCC4)c(Cl)c3)sc2c1	7	-1	-12	-1.9	-79	-10	-2.5	0	2
CCCn1c(CCC(=O)Nc2ccccc2Cc2ccccc2)nc2cc(S(=O)(=O)N3CCOCC3)ccc21	6	-4	2	-0.2	6	-1	-3.4	6	-5
CCC(C)(C)n1nnnc1C(c1ccc(OC)c(OC)c1)N1CCN(c2ccc(OC)cc2)CC1 (stereo not drawn)	-4	1	1	-3.7	13	-3	-3.8	-3	-1
CCSc1nnc(-c2ccc(S(=O)(=O)NCc3cccs3)cc2)o1	-1	2	0	-2.7	14	-1	-4.8	-8	7
CCOc1cc(C=O)cc(N=Nc2cccc([N+](=O)[O-])c2)c1O	2	-2	-23	-4.6	24	4	-8.5	-9	-5
O=C(Nc1ccc(Cl)c(S(=O)(=O)N2CCOCC2)c1)c1ccc2c(c1)OCCO2	0	1	-10	-1.2	32	2	-1.0	5	-7
CCOC(=O)c1c(S(=O)(=O)NCCc2ccc(OC)c(OC)c2)c(C)n(C)c1C	7	-1	11	2.3	29	-7	2.1	0	31
O=C(NCc1ccc(Cl)cc1)C1CCN(S(=O)(=O)N2CCOCC2)CC1	4	6	-10	-2.5	-1	-1	-1.1	15	11
CN(C)/C=C(\C=O)c1cccc(Cl)c1	-2	2	-7	-1.9	44	0	-0.6	-2	-6
CC(C)CN(CCCNC(=O)CN1C(=O)COc2ccc(S(=O)(=O)N3CCCCCC3)cc21)CC(C)C	-5	4	-16	-1.6	48	5	-5.3	-1	-11
